ST2 IL33 inh – blocks human ST2 binding to IL-33. inhibition, % for hits at 17 µM. AID 1259354. actives 2.3% (n = 78,000). AlphaLISA ST2-Fc/biotin-IL-33 interaction, 1 h; in the data active = inhibition above about 30%; inconclusive = mostly about 10% to 28%
Target sequence (Q01638 whole entry, looked up): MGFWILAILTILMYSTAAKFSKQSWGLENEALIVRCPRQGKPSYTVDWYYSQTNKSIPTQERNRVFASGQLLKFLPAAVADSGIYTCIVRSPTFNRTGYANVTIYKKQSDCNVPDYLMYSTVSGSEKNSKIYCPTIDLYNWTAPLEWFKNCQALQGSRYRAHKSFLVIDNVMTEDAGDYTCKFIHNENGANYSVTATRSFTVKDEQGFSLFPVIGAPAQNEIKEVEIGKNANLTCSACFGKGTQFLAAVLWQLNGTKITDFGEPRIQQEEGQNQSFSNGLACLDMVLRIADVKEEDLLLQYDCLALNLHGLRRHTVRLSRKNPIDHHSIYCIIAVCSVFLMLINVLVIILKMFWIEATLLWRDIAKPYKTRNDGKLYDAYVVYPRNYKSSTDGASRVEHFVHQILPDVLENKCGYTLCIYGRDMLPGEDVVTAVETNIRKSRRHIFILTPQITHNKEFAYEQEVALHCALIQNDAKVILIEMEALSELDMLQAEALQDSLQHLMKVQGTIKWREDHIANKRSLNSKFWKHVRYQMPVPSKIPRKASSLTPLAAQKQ
Starred values were filed as active, the others as inactive; i = inactive; ? = inconclusive. Only part of the results is shown; the hit share may differ from the screen's.

SMILES | ST2 IL33 inh
CC1CC2(C)Oc3ccccc3C3OCC1(CO)C(C)C32 (stereo unspecified) | i
COCCN1CC(C(=O)NCc2cnn(Cc3ccccc3)c2)CCC1=O (stereo unspecified) | i
COc1ccccc1CN1CCC(O)(c2cccc(C(F)(F)F)c2)CC1 | ?
O=C(Nc1ccccn1)C1c2ccccc2C(=O)N2CCc3ccccc3C12 (stereo unspecified) | ?
CC1=C[C@@H](CNC(=O)C(C)(C)C)[C@H](C(C)C)C[C@H]1CC(=O)N1CCN(c2ccccn2)CC1 | i
O=C(CCCc1ccccc1)Nc1ccccc1-c1ccccc1 | i
O=C(CN1[C@@H]2CC[C@H]1CC(O)C2)N1c2ccccc2Sc2ccccc21 (stereo partly specified) | i
O=C(N[C@H]1CO[C@H]2[C@@H]1OC[C@@H]2n1nnnc1Oc1cccc(N2CCOCC2)c1)c1ccco1 | i
CCN(CC)S(=O)(=O)c1ccc(-c2csc(=Nc3ccc(F)cc3)n2CCCO)cc1 | 43%*
CC(=O)c1c(C)nn(CC(=O)Nc2ccnn2C2CCCCC2)c1C | i
COc1ccc(OC)c(C2N(c3ccc(Cl)c(Cl)c3)C(=O)C3CCCN32)c1 (stereo unspecified) | i
Cc1ncc(CC(=O)NC2CC(=O)N(C3Cc4ccccc4C3)C2)c(=O)[nH]1 (stereo unspecified) | i
COc1ccccc1-n1c(SCC(=O)Nc2ccc3c(c2)OCO3)nc2c(c1=O)SCC2 | ?
O=C(NCc1ccco1)c1noc2c1CCc1ccccc1-2 | i
O=C(O)/C=C/C(=O)Nc1cccc(I)c1 | i
O=C(Nc1ccccc1Br)c1ccco1 | ?
O=C1NC(CC(=O)N2CCCN(c3ccncc3)CC2)c2ccccc21 (stereo unspecified) | i
Cc1ccc(NC(=O)CN2C(=O)C(=O)c3ccccc32)cc1C | i
Cc1ccc(NC2=C(C(=O)c3ccccc3)NS(=O)(=O)c3ccccc32)cc1 | ?
N#Cc1c(N)nc(SCC(=O)c2ccc(Br)cc2)c(C#N)c1-c1cccs1 | ?
O=S(=O)(c1ccc(Br)cc1)N1CCC(Cc2ccccc2)CC1 | i
O=C1CN(S(=O)(=O)c2ccc(F)cc2)c2ccccc2N1 | i
O=C(Nc1ccc(Cl)c(N2CCCS2(=O)=O)c1)c1ccc(F)c(F)c1 | i
Cc1cc(=O)[nH]c(NCCNC(=O)CCN2CCCCO2)n1 | i
CC(CC(=O)N1CCN(c2ccc(F)cc2)CC1)c1ccccc1 (stereo unspecified) | i
O=C(NC(Nc1ccccc1F)C(Cl)(Cl)Cl)c1ccccc1 (stereo unspecified) | i
COc1ccc(OC)c(S(=O)(=O)c2ccc(C)c(C)c2)c1 | i
COc1ccc(CNC(=O)c2ccc(CN3CCc4ccccc4C3)cc2)cc1 | i
O=C(Nc1cccc(F)c1)Nc1ccc2n(c1=O)C[C@H]1C[C@@H]2CN(C(=O)c2ccc(F)cc2)C1 | ?
CCCOc1ccc(-c2nn(-c3ccccc3)cc2/C=c2\sc3ncnn3c2=O)cc1 | i
O=C(c1ccccc1F)n1cnc2ccccc21 | i
CCCCNC(=O)C1c2cc(OC)c(OC)cc2C(=O)N(C)C1c1ccccc1F (stereo unspecified) | i
CCc1cc(NCc2cccnc2-n2ccnc2)nc(N(C)C)n1 | ?
CN(C)c1ccc(-c2nnc([C@H]3CCN(Cc4ccco4)C3)o2)cc1 | i
CC1CC(=O)Nc2c(Br)cc(Br)cc2N1 (stereo unspecified) | i
Cc1ccc(NC2=NC3(CCCC3)N=C(N)N2)cc1 | i
N#Cc1c(C(F)(F)F)cc(-c2ccccc2)nc1NCCO | ?
O=C(NCCc1nc2ccccc2[nH]1)c1ccc([N+](=O)[O-])cc1 | i
OCC1(Cc2ccccc2)CCN(Cc2cnc(-c3cccc4ccccc34)nc2)CC1 | ?
CCCn1nnc2cc(C(=O)NCCC(=O)Nc3ccc(S(N)(=O)=O)cc3)ccc21 | ?
COc1cccc(NC(=O)CSc2nnc(Cc3cc(=O)[nH]c(=O)[nH]3)n2-c2ccccc2)c1 | ?
CN(C)CC1(O)CCCN(S(=O)(=O)c2ccc(F)cc2Cl)CC1 (stereo unspecified) | ?
CCCS(=O)(=O)N1CCC(C(=O)N2CCCCC2)CC1 | i
Cc1nc2c(c(=O)[nH]1)CCN(S(=O)(=O)c1cc(Cl)ccc1Cl)C2 | i
COc1ccccc1C(=O)NC1CCS(=O)(=O)C1 (stereo unspecified) | i
COc1cc(OC)cc(C(=O)Nc2nc(-c3ccccn3)cs2)c1 | i
O=C1CC(C(=O)NC2CCC(n3cnnc3)CC2)c2ccccc21 (stereo unspecified) | i
COc1ccc2c(c1)CCc1c(C(=O)NC3CCCC3)noc1-2 | i

The closing three entries of the part above open the next one:
SMILES | ST2 IL33 inh
COc1cc(OC)cc(C(=O)Nc2nc(-c3ccccn3)cs2)c1 | i
O=C1CC(C(=O)NC2CCC(n3cnnc3)CC2)c2ccccc21 (stereo unspecified) | i
COc1ccc2c(c1)CCc1c(C(=O)NC3CCCC3)noc1-2 | i
O=C(O)c1cc(NC(=O)c2cccc([N+](=O)[O-])c2)cc(C(=O)O)c1 | i
COC(=O)[C@@H](C)NC(=O)[C@H]1CN(C(C)=O)CCN1S(C)(=O)=O | i
Cc1nnsc1CN(C)Cc1cn[nH]c1C(=O)O | ?
COc1ccc(/C=C/c2nc(N)nc(-c3ccccc3O)n2)cc1 | i
Cc1cccn2c(=O)c3cc(C(=O)Nc4ccc(F)c(Cl)c4)sc3nc12 | i
COc1ccc(Nc2cc(C)nc(Nc3ccc(NC(=O)c4cccc(OC)c4)cc3)n2)cc1 | ?
O=C(Nc1cnn(-c2ccc(C(=O)N3CCC(c4ccccc4F)C3)cc2)c1)c1ccoc1 (stereo unspecified) | i
O=C1Nc2cc(Cl)c(Cl)cc2N(O)N1c1cc(Cl)cc(Cl)c1 | i
COc1ccc(N2CCN(C(c3cccs3)C(C)NS(=O)(=O)c3ccccc3)CC2)cc1 (stereo unspecified) | ?
Cc1ccc(C)c(OCC(=O)Nc2ccc3c(c2)OCO3)c1 | i
CC1(C)CC(=O)C2=C(C1)Nc1nc(SCc3ccccc3)nn1C2c1ccncc1 (stereo unspecified) | ?
O=C(NC1CC1)c1cncc(Br)c1 | i
COc1ccccc1N1CCN([C@H]2[C@@H]3OC[C@@H](O3)[C@@H](NCc3ccc(-c4ccccc4)cc3)[C@@H]2O)CC1 | i
N#Cc1c(-c2ccccc2)nc(SCC(=O)Nc2ccc(F)c(F)c2)[nH]c1=O | i
CCC(CO)N(Cc1ccco1)C(=O)c1cn(C)c2ccc(C)cc2c1=O (stereo unspecified) | ?
CCCOC(=O)C1=C(C)NC2(O)c3ccccc3C(=O)C12O (stereo unspecified) | i
CCCCNc1nc2c(c(=O)n(C)c(=O)n2C)n1Cc1ccc(Cl)cc1Cl | i
CCC(C)NC(=O)CSC1=Nc2ccccc2C2=NC(c3ccccc3)C(=O)N12 (stereo unspecified) | i
COCCNC(=O)c1cnn2c1NC(c1ccc(Br)cc1)CC2C(F)(F)F (stereo unspecified) | i
CC(=O)N1CCN(c2nc(-c3ccccc3Cl)c3cc(Br)ccc3n2)CC1 | i
Cc1cnc(CNC(=O)c2cc(-c3ccccc3Cl)oc2C)cn1 | ?
O=C(Cn1c2ccccc2c(=O)c2ccccc21)Nc1ccc(Br)cn1 | ?
C=C(S(=O)(=O)c1ccc(C)cc1)S(=O)(=O)c1ccc(C)cc1 | ?
COc1ccc(C2N3CC4(C)CN2CC(C)(C3)C4O)cc1OC (stereo unspecified) | ?
Cc1ccc(-n2ncc3c(=O)n(-c4ccc(C)c(C)c4)c(-c4ccco4)nc32)cc1 | i
CN(Cc1ccc(CO)o1)Cc1cccc2ncccc12 | i
O=[N+]([O-])c1cc(N=Cc2nc(-c3ccccc3)oc2O)ccc1Cl | i
Cc1ccc(C2CC(C(F)(F)F)n3nc(C(=O)N4CCOCC4)cc3N2)cc1 (stereo unspecified) | i
O=C(Nc1cccnc1)c1oc(=O)c2ccccc2c1-c1ccccc1 | i
C#CCOC(=O)CCC(=O)Nc1cc(OC)nc(OC)n1 | i
COc1ccc(NC(=O)NC[C@H]2O[C@@H](CO)[C@@H](O)C2N2CCN(c3ccccc3)CC2)cc1 (stereo partly specified) | i
CCN1CCCC1CNC(=O)c1ccc2c(Cl)c3c(nc2c1)CCCC3 (stereo unspecified) | i
CCN1CCN(C(=O)C(NC(=O)C2CCC(C)CC2)C(C)C)CC1 (stereo unspecified) | ?
O=C1c2ccccc2C(=O)C1(c1ccccc1)C(C[N+](=O)[O-])c1ccc2c(c1)OCO2 (stereo unspecified) | ?
CCOc1ccc(NC(=O)c2cc3cc4ccc(Cl)cc4nc3o2)cc1 | ?
O=c1[nH]c(SCc2cccc(F)c2)nc2c1cnn2-c1ccc(F)cc1 | i

Part of the list above, field by field:
> COc1ccc(NC(=O)NC[C@H]2O[C@@H](CO)[C@@H](O)C2N2CCN(c3ccccc3)CC2)cc1 (stereo partly specified)
  ST2 IL33 inh = i

> Cc1ccc(C2CC(C(F)(F)F)n3nc(C(=O)N4CCOCC4)cc3N2)cc1 (stereo unspecified)
  ST2 IL33 inh = i

> O=c1[nH]c(SCc2cccc(F)c2)nc2c1cnn2-c1ccc(F)cc1
  ST2 IL33 inh = i

> CCN1CCCC1CNC(=O)c1ccc2c(Cl)c3c(nc2c1)CCCC3 (stereo unspecified)
  ST2 IL33 inh = i

New compounds follow:
SMILES | ST2 IL33 inh
COc1ccc2nc(N3CCC(C(=O)NCc4ccccn4)CC3)sc2c1 | i
CCCS(=O)(=O)N1CCC(C(=O)NC2CC2)CC1 | i
Brc1ccc(C2Oc3ccccc3C3CC(c4cccs4)=NN32)o1 (stereo unspecified) | ?
O=C(O)CCCN=C1NS(=O)(=O)c2ccccc21 | i
COc1ccccc1-c1ccc(C(=O)N2CC[C@H](CO)[C@@H](O)C2)cc1 | i
Cn1c(=O)c2cc(S(=O)(=O)N(CCO)Cc3ccccc3)ccc2n(C)c1=O | i
CCC1=NOC(Cn2cnc(-c3ccccc3)c2-c2ccco2)C1 (stereo unspecified) | i
CCCc1nnc(NC(=O)CCC(=O)O)s1 | i
CCOC(=O)c1c(NC(=O)CCCn2nc([N+](=O)[O-])cc2C)sc2c1CCC2 | i
COc1cc(NC(=O)CCC2CCCN(C(=O)CCn3ccnc3C)C2)cc(OC)c1 (stereo unspecified) | i
CCCCOC(=O)C1=C(C)NC2=C(C(=O)CCC2)C1c1cccc2ccccc12 (stereo unspecified) | i
CC(=O)c1ccc(C(=O)N2CCc3c(cnc(C)c3CNC(=O)/C=C/c3ccccc3)C2)s1 | i
COC(=O)[C@@H]1C[C@@H](O)CN1C(=O)CCSCc1ccc(F)cc1 | ?
CC1=C2C3OC(=O)C(C)C3(O)CCC2(C)CCC1=O (stereo unspecified) | i
COc1cccc(-c2cn(Cc3nc(C)cc(C(F)(F)F)n3)nn2)c1OC | ?
O=C1Nc2cc(Cl)c(Cl)cc2N(O)N1c1cccc(Br)c1 | ?
COc1ccc(/C=C/C2=CCN(Cc3ccc(OC)cc3)CC2)cc1 | i
O=C(Nc1cccc2nsnc12)c1ccccc1[N+](=O)[O-] | ?
Fc1ccccc1-c1nc(N2CCOCC2)c2ccccc2n1 | i
O=C(O)CCC(=O)N[C@H]1CO[C@H]2[C@@H]1OC[C@@H]2Nc1nccc(-c2cccc(F)c2)n1 | ?
Cc1cc(N2CCCCC2)nc(N2CCN(S(=O)(=O)c3ccc(Oc4ccccc4)cc3)CC2)n1 | i
COc1ccc(N2CN=C3SC(CO)(CO)C(=O)N3C2)cc1 | ?
CSCCC(NC(=O)C1CCC(C)CC1)C(=O)Nc1ccncc1 (stereo unspecified) | i
CN(C(=O)CN1C(=O)c2ccccc2S1(=O)=O)c1ccccc1C(=O)O | i
CCOC(=O)C1=C(c2ccccc2)N=C2SCC(=O)N2C1c1ccc(Cl)cc1 (stereo unspecified) | i
Cc1cccc(OCc2nc(C#N)c(NCc3cccnc3)o2)c1 | ?
Cc1cccc(C)c1NC(=O)COc1ccccc1C(=O)Nc1ccc(Br)cn1 | i
CCOC(=O)C1(Cc2ccc(Cl)cc2)CCN(C2CCSC2)CC1 (stereo unspecified) | i
COc1ccc(C2C(C(=O)Nc3ccc(C)cn3)=C(C)NC3=C2C(=O)CCC3)cc1 (stereo unspecified) | i
c1ccc(-c2cnn3cc(CN4CCCC4Cn4cccn4)cnc23)cc1 (stereo unspecified) | i
O=C(CCCCc1ccccc1)N1CCc2c(nc(-c3ccncc3)[nH]c2=O)C1 | i
Cc1cccc(-n2ncc3c(N(C)Cc4ccccc4)ncnc32)c1 | ?
CCn1cc(SCC(=O)Nc2ccc(F)cc2)c2ccccc21 | i
CC(C)CCCC1CN(C(=O)c2c(O)ccc3ccccc23)CCO1 (stereo unspecified) | i
COc1ccc(/C=c2\sc3n(c2=O)CN(c2ccc(C(C)=O)cc2)CN=3)cc1 | i
COc1ccc(NC(=O)CN2C(=O)CC(c3ccccc3)=Nc3ccccc32)cc1OC | i
O=C(NC1CCCC1)c1ccc2c(c1)N(Cc1c(F)cccc1Cl)C(=O)CS2 | i
O=C(NCc1ccc(Cl)cc1)C1CSC(c2cccs2)=N1 (stereo unspecified) | i
COC(=O)[C@H]1CN(C(=O)NC(C)C)CCN1C(=O)c1cccs1 | i

3 structures out of the list, sorted by number of heavy atoms, largest number first.
SMILES | ST2 IL33 inh
COc1ccc(/C=c2\sc3n(c2=O)CN(c2ccc(C(C)=O)cc2)CN=3)cc1 | i
c1ccc(-c2cnn3cc(CN4CCCC4Cn4cccn4)cnc23)cc1 (stereo unspecified) | i
CC(C)CCCC1CN(C(=O)c2c(O)ccc3ccccc23)CCO1 (stereo unspecified) | i

Screening data (PubChem BioAssay)
